aSyn 5UTR inh = 5' untranslated region of α-synuclein, MLPCN primary screen; alpha-synuclein 5'UTR reporter, inhibitor activity; inhibition, % (tested at 7.5 µM); 0.82% of 300,000 active; AID 1813; in the data active = inhibition above about 60%; inconclusive = no clear call, values can overlap the other calls;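 also: H4 neuroglioblastoma cells stably carrying SNCA 5'UTR luciferase fusion; 0% = DMSO wells and 100% = positive control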
IEC-6 tox = kills IEC-6 intestinal cells in KLF5 counter-screen; IEC-6 cytotoxicity, luminescence viability; inhibition, % at 5 µM; 0.78% of 290,000 active; AID 1825; in the data active = inhibition above about 22%;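 also: 0% = plate median of test compound wells and 100% = cytotoxic reference compound wells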
TRPC6 activator = activates the mouse TRPC6 cation channel; HEK293-TRPC6 membrane potential dye fluorescence; active compounds read high; B-score at 10 µM; 0.13% of 310,000 active;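 active = B-score of the integrated fluorescence ratio above library mean plus 3 SD, and starting fluorescence ratio within library mean plus 5 SD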;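 also: higher score means more depolarization so channel activation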
HIF act = HIF pathway transcriptional activation | U2OS HRE-luciferase reporter, luminescence; normalized: DMSO 0%, desferrioxamine 100% | 0.32% of 300,000 active | activation, % at 7.5 µM (by protocol);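 active = mean activation of at least 10% of the iron chelator positive control signal, with at least half of replicates also reaching 10%; inconclusive = mean and replicate majority disagree about reaching 10%; inactive = mean and most replicates under 10%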
TRPC4 PAM = allosteric potentiators of mouse TRPC4 channel; Q9QUQ5; 0.42% of 310,000 active; HEK293 TRPC4beta/mu-opioid, DAMGO EC20, Fluo-4 Ca2+ flux; active compounds read high; AID 2227; B-score at 10 µM;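 active = B-score of calcium response area above 5 SD of library B-scores, with initial fluorescence ratio within 5 SD of library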;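 also: B-score of integrated fluorescence ratio over time as area under calcium response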
Target sequence (Q9QUQ5 whole entry, looked up): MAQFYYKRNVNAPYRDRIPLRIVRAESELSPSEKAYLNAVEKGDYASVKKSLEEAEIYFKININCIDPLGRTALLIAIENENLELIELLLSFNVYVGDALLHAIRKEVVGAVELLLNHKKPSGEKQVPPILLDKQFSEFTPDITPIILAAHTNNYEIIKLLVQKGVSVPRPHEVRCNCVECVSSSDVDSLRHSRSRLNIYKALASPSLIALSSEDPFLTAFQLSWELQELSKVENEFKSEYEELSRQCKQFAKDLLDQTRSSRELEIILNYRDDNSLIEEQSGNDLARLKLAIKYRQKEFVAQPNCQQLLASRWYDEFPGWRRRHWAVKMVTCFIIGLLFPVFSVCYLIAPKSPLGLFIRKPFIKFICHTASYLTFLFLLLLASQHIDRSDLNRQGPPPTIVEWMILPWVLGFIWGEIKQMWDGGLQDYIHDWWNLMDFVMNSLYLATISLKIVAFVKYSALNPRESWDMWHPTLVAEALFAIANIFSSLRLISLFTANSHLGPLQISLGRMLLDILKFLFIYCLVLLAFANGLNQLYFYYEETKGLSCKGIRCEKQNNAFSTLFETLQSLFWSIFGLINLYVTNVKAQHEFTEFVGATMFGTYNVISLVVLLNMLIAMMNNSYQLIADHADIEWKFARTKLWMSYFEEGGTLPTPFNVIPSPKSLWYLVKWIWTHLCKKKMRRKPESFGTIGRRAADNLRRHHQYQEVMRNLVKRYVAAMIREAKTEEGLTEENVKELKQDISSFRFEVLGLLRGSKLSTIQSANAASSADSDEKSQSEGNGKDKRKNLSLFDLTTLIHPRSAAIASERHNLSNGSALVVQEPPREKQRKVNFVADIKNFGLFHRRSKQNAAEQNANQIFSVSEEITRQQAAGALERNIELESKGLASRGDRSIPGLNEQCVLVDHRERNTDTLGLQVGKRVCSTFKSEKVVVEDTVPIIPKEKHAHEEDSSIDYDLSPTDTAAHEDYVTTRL
SKKanGAS inh = SKKanGAS growth inhibition; 1.3% of 300,000 active; inhibition, % at 7.5 µM; S. pyogenes SKKanGAS, kanamycin growth, BacTiter-Glo, 6 h;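 active = mean replicate score, as percent of positive control median, at least 50; inconclusive = mean below 50 but one replicate at or above 50; inactive = mean and every replicate below 50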;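 also: strain carries kanamycin resistance gene driven by streptokinase promoter and grows in 40 µg/ml kanamycin; loss of luminescence reflects streptokinase promoter inhibition or plain growth inhibition; 0% = median of DMSO wells and 100% = positive control at its reference dose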
TRPC4 act = opens the mouse TRPC4 cation channel; Q9QUQ5; HEK293 TRPC4beta/mu-opioid, Fluo4 calcium fluorescence; active compounds read high; 0.49% of 310,000 active; B-score at 10 µM; AID 2237;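 active = B-score above 5 SD of library B-scores, and initial fluorescence ratio not above library mean plus 5 SD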;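 also: positive B-score marks a calcium rise read as TRPC4 activation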
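Assay system – TRPC4beta and mu-opioid receptor HEK293 stable cells · Measured by – Fluo4 fluorescence, kinetic · Schedule – dye loading 45 min room temperature, 110 s kinetic read · Read-out – B-scored integrated calcium fluorescence ratio · Controls – buffer and maximal DAMGO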
TRPC6 inhibitor = inhibitors of mouse TRPC6 channel; HEK293-TRPC6, membrane potential dye, ACh-evoked depolarization; active compounds read low; 1.1% of 310,000 active; B-score at 10 µM; Q61143; AID 2553;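 active = B-score under library mean minus 3 SD, initial fluorescence not abnormally high, positive integrated signal ratio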;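 also: B-score derived from integrated fluorescence ratio over the kinetic read; more negative B-score means stronger inhibition of depolarization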
TRPC4 inh = blocks the mouse TRPC4 cation channel; Q9QUQ5; HEK293 TRPC4beta/mu-opioid, DAMGO-evoked Fluo4 calcium flux; active compounds read low; B-score at 10 µM; 0.39% of 300,000 active; AID 2247;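 active = B-score over 3 SD under the library average, no early fluorescence shift, positive overall ratio signal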
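Assay system: Stable TRPC4beta/mu-opioid receptor HEK293 cells | Reagent: DAMGO in two steps, submaximal then maximal | Compound dosing: Single concentration per test compound | Signal: Fluo4 Ca2+ flux fluorescence | Evaluation: Per-well B score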
MrgX1 antag = human MrgX1 receptor antagonism, primary screen | MRGX1-HEK293 calcium flux, Fluo-4, BAM8-22 antagonism; active compounds read low | AID 588676 | Q96LB2 | 1.3% of 310,000 active | B-score at 10 µM;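 active = calcium-response B-score plate-corrected more than 3 library SD below zero, starting fluorescence within 5 deviations, no agonist response on first addition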;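 also: peak minus trough fluorescence over baseline after final BAM8-22 challenge near maximal dose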
KLF5 inhibitor = kruppel-like factor 5 inhibition. 0.23% of 290,000 active. DLD-1 KLF5 promoter-luciferase reporter, luminescence. AID 1700. inhibition, % at 5 µM;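 active = inhibition above a per-plate limit of that plate's mean compound inhibition plus 3 SD, cut at about 60% in these data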;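 also: 0% = DMSO wells and 100% = LY294002 at 200 µM; higher means less KLF5 promoter-driven luciferase light; inactives centre near -14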
Active calls of the source: *; i = inactive; u = inconclusive; x = not tested or not shown.

structure	HIF act	TRPC6 inhibitor	TRPC4 PAM	TRPC6 activator	SKKanGAS inh	TRPC4 inh	IEC-6 tox	TRPC4 act	aSyn 5UTR inh	MrgX1 antag	KLF5 inhibitor
CC(C)c1nnc(NC(=O)CCC(=O)N2CCN(c3ccccc3F)CC2)s1	0.4	i	i	i	1	i	-4	i	27	i	-26
O=C(CCCN1C(=O)CCC1=O)Nc1ccc(Br)cc1F	-0.1	i	i	i	1	i	5	i	-31	i	-10
CC(C)Cc1cc(C(=O)N2CCCC(C(=O)c3cc(F)ccc3F)C2)no1 (stereo unspecified)	-0.7	i	i	i	5	i	-9	i	4	i	2
CC(=O)c1ccc(N2CCN(S(=O)(=O)c3ccc4c(c3)NC(=O)CO4)CC2)cc1	-0.8	i	i	i	4	i	2	i	20	i	-9
Cc1cc(C)c2c(CN3CC(C)OC(C)C3)cc(=O)oc2c1C (stereo unspecified)	-0.8	i	i	i	-1	i	-2	i	15	i	-31
CC(Sc1ncnc2ccccc12)C(=O)Nc1ccc2c(c1)OCO2 (stereo unspecified)	-1.7	i	i	i	-1	i	0	i	-29	i	-16
COc1ccc(C(=O)C(CCCCC(CN(C)C)C(=O)c2ccc(OC)cc2)CN(C)C)cc1 (stereo unspecified)	-0.4	i	i	i	-7	i	5	i	-7	i	-25
CC(OC(=O)CCCC(=O)Nc1ccc(F)cc1)C(=O)c1ccccc1 (stereo unspecified)	-0.9	i	i	i	-7	i	-6	i	-2	i	-10
COc1ccc(/C(O)=C2/C(=O)C(=O)N(CCN3CCOCC3)C2c2ccc(C)cc2)cc1 (stereo unspecified)	-0.5	i	i	i	-3	i	4	i	-7	i	-34
S=C(NCCN1CCOCC1)Nc1ccc(Cl)cc1Cl	1.1	i	i	i	-10	i	-5	i	-26	i	-15
Cc1cc(C)c(NC(=O)C2CCCCN2C)c(C)c1 (stereo unspecified)	-0.2	i	i	i	-3	i	0	i	10	i	14
CC(C)(C)n1nnnc1SCC(=O)Nc1nn(-c2ccccc2)nc1C(N)=O	x	i	i	i	x	i	4	i	x	i	-20
Cc1cccc(NS(=O)(=O)c2ccc3[nH]c(=O)[nH]c3c2)c1C	-0.4	i	i	i	2	i	2	i	19	i	-24
CCOC(=O)CSc1nc2cc(C(F)(F)F)cnc2n1C	1.2	i	i	i	6	i	0	i	8	i	3
CC(C)CN=c1cc(-c2ccccc2)oc2ccc(Cl)cc12	0.9	-7.4*	i	i	18	i	11	i	-123	i	-92
CCOc1ccc(C(=O)Nc2ccc(-c3nc4ccccc4[nH]3)cc2)cc1[N+](=O)[O-]	-0.2	i	i	i	5	i	-2	i	-4	i	-29
O=C(Nc1ccccc1C(=O)NCc1ccccc1)C1=CSCCO1	-0.2	i	i	i	30	i	4	i	-26	i	-9
COc1ccc(/C=N/N2C(=O)CN(C(=O)c3ccccc3)C2c2ccc(OC)cc2)cc1 (stereo unspecified)	-0.5	i	i	i	0	i	0	i	8	i	1
O=C(c1coc2ccccc2c1=O)N1CCN(c2cccc(C(F)(F)F)c2)CC1	-0.2	i	i	i	-5	i	-1	i	2	i	-9
CS(=O)(=O)N1CCN(C(=O)Cc2ccccc2Cl)CC1	-0.2	i	i	i	7	i	-2	i	19	i	-8

Looked up above.
Entry for `Cc1cccc(NS(=O)(=O)c2ccc3[nH]c(=O)[nH]c3c2)c1C` under aSyn 5UTR inh: 19
Entry for `O=C(c1coc2ccccc2c1=O)N1CCN(c2cccc(C(F)(F)F)c2)CC1` under HIF act: -0.2

Next results:
structure	HIF act	TRPC6 inhibitor	TRPC4 PAM	TRPC6 activator	SKKanGAS inh	TRPC4 inh	IEC-6 tox	TRPC4 act	aSyn 5UTR inh	MrgX1 antag	KLF5 inhibitor
CCN(c1ccccc1)S(=O)(=O)c1ccc(Cl)nc1	-1.1	i	i	i	3	i	1	i	-24	i	-16
Cn1cc(Br)c(C(=O)NC(=S)N2CCN(c3ccccn3)CC2)n1	-0.3	i	i	i	-3	i	1	i	7	i	8
CCS(=O)(=O)c1nc(S(=O)(=O)c2ccc(C)cc2)c(NCCN2CCOCC2)s1	-0.5	i	i	i	54*	i	0	i	-4	i	-37
Cc1cc(C)n(C(=O)CN2C(=O)c3ccccc3C2=O)n1	0.1	i	i	i	-2	i	1	i	8	i	-15
COCc1nnc(NC(=O)c2c(-c3c(Cl)cccc3Cl)noc2C)s1	-37	i	i	i	6	i	3	i	-13	i	-7
N=C(N)SCC1=CCS(=O)(=O)C1	-0.5	i	i	i	-4	i	1	i	9	i	-1
Cc1ccc2c(c1)c1ncn(CCC3=CCCCC3)c(=O)c1n2C	0.4	i	i	i	10	i	-6	i	-61	i	-29
Cc1ccc(CS(=O)(=O)c2ccc(C(=O)N3CCN(c4ccccn4)CC3)cc2[N+](=O)[O-])cc1	0.3	i	i	i	6	i	1	i	-44	i	-11
FC(F)(F)c1nnc2ccc(NCn3nnc4ccccc43)nn12	-0.4	i	i	i	2	i	0	i	17	i	5
COc1cccc(-c2c(C(=O)N/N=C(\C)c3ccc(Cl)s3)nnn2-c2nonc2N)c1	-0.1	i	i	i	17	i	-5	i	1	i	-31
CN(Cc1ccco1)C(=O)Cn1c(=O)oc2cc(S(=O)(=O)NCc3ccccc3)ccc21	-0.2	i	i	i	1	i	1	i	-16	i	-2
CCOCCCn1c(=NC(C)=O)c(C#N)cc2c(=O)n3ccccc3nc21	-0.7	i	i	i	-6	i	-6	i	15	i	4
CCn1c(COc2cccc(OC)c2)nnc1SCC(=O)NC1CCCC1	0.7	i	i	i	-1	i	7	i	-5	x	-8
COc1cc(OC)c(C(=O)NCc2cccnc2)cc1OC	0.3	i	i	i	-5	i	-3	i	17	i	-18
O=C(NCCc1ccccc1)c1ccc(Cl)nc1	0.5	i	i	i	-4	i	2	i	-169	i	-125
Cc1cccc(N2CCN(C(=O)C3CCN(c4nnc(-n5cccc5)s4)CC3)CC2C)c1 (stereo unspecified)	-0.3	i	i	i	10	i	2	i	-14	i	-3
CN(C(=S)NC(=O)c1ccc(F)cc1)C1CCCCC1	-0.1	i	i	i	-1	i	7	i	-15	i	-13
Cn1cc(Cl)c(C(=O)Nc2nc3ccc(Cl)cc3s2)n1	2.8	i	i	i	-16	i	-3	i	-197	i	-49
CC(=O)CCS(=O)(=O)c1ccc(C)c(C)c1	2.4	i	i	i	3	i	1	i	-19	i	-20
CN1CCN(C(=O)N2c3ccccc3CCc3ccccc32)CC1	0.1	-6.2*	i	i	2	i	2	i	4	i	-5

Continuation:
structure	HIF act	TRPC6 inhibitor	TRPC4 PAM	TRPC6 activator	SKKanGAS inh	TRPC4 inh	IEC-6 tox	TRPC4 act	aSyn 5UTR inh	MrgX1 antag	KLF5 inhibitor
COc1ccc2oc(C(=O)OCC(=O)NC(=O)NC(C)C)c(C)c2c1	-0.5	i	i	i	5	i	2	i	8	i	-10
CCCNC(=O)Cc1c(O)c2ccccc2[nH]c1=O	-0.1	i	i	i	-3	i	6	i	6	i	8
CCOc1cccc2sc(=NC(=O)c3ccco3)n(CC(=O)OC)c12	-0.1	i	i	i	-5	i	4	i	20	i	-21
CCOc1ccccc1CN1CCNC(=O)C1CC(=O)NCCCn1cccn1 (stereo unspecified)	0.2	i	i	i	-1	i	-1	i	-15	i	-8
CC1=C(C(=O)Nc2ccccc2C)C(c2ccc(C)o2)NC(=S)N1 (stereo unspecified)	0.1	i	i	i	9	i	4	i	7	i	3
O=c1c2sc(-c3ccccc3)cc2nc2n1CCC2	-5.6	i	i	i	u	i	3	i	82*	i	-10
CN(C)S(=O)(=O)N1CCC(Oc2ccc(C(=O)NC3CCOC(C)(C)C3)cc2)CC1 (stereo unspecified)	-3.4	i	i	i	0	i	4	i	-8	i	-24
CCN(CC)Cc1c(C(=O)N/N=C/c2ccncc2)nnn1-c1nonc1N	-0.5	i	i	i	3	i	-6	i	-1	i	-2
Cc1cc2occ(CC(=O)N(C)CC(=O)Nc3ccc(F)cc3)c2cc1C	-0.1	i	i	i	-7	i	x	i	20	i	x
COC(=O)C1CCN(C(=O)COC(=O)c2ccc(=O)n(Cc3ccccc3)n2)CC1	0.1	i	i	i	3	i	x	i	1	i	x
Cc1cccc(-c2noc(CN(C(=O)C34CC5CC(CC(C5)C3)C4)C(C)C)n2)c1	-0.5	i	i	i	1	i	-3	i	2	i	-19
S=C(c1c[nH]c2ccccc12)N1CCOCC1	-0.8	i	i	i	0	i	1	i	-2	i	-22
Cc1ccc(CNC(=O)CCS(=O)(=O)c2ccc3c(c2)NC(=O)C(C)S3)cc1 (stereo unspecified)	-0.4	i	i	i	-8	i	3	i	-1	i	-8
Cc1noc(C(=O)Nc2cccc(O)c2)c1Cl	2.1	i	i	i	-6	i	1	i	-54	i	-35
Cc1cccc(N2CCN(C(=O)NCc3ccc(Cl)cc3)CC2)c1	0.7	i	i	i	4	i	1	i	21	i	-39
Nc1ccc(C(=O)N2CCN(S(=O)(=O)c3ccc(Cl)cc3)CC2)cc1[N+](=O)[O-]	-31	-6*	i	i	15	i	x	i	-1	i	x

Compounds listed so far that have bromine, in the order listed:
structure	HIF act	TRPC6 inhibitor	TRPC4 PAM	TRPC6 activator	SKKanGAS inh	TRPC4 inh	IEC-6 tox	TRPC4 act	aSyn 5UTR inh	MrgX1 antag	KLF5 inhibitor
O=C(CCCN1C(=O)CCC1=O)Nc1ccc(Br)cc1F	-0.1	i	i	i	1	i	5	i	-31	i	-10
Cn1cc(Br)c(C(=O)NC(=S)N2CCN(c3ccccn3)CC2)n1	-0.3	i	i	i	-3	i	1	i	7	i	8

Not a hit list (roughly 5.8% active in at least one column).
